Assay outcomes from PubChem BioAssay.
FadD28 binding: inhibitors of FadD28 bisubstrate probe binding, primary screen, biochemical, fluorescence polarization, single point; inhibition, % at 12.5 µM; actives 0.22% (n = 360,000); AID 588549, 2011; in the data active means inhibition above about 8.5%, passing the limit was not always enough; inconclusive means no clear call, values can overlap the other calls
Mtb FBA inh: Mtb FBA enzyme inhibitors, primary screen, biochemical, fluorescence, strain H37Rv; Fructose-bisphosphate aldolase (Mycobacterium tuberculosis (strain ATCC 25618 / H37Rv)), …; purified M. tuberculosis FBA, fluorescence read-out; inhibition, % at 1 µM; actives 2.3% (n = 360,000); in the data active means inhibition above about 27%;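 further: 0% = vehicle and 100% = reference inhibitor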
Target sequence (P9WQA3 whole entry, looked up): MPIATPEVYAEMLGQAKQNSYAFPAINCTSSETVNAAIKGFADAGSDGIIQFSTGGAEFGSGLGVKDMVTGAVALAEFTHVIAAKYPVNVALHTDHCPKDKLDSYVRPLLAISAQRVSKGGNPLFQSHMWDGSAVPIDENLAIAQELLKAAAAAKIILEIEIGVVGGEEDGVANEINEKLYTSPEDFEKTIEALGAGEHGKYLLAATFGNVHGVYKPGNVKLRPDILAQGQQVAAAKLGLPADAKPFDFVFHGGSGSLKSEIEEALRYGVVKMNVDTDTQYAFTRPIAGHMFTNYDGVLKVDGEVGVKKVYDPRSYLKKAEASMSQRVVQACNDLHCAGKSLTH
UGM FP inh: M. tuberculosis UGM enzyme inhibitors, primary screen, biochemical, fluorescence polarization, single point. inhibition, % at 10 µM. actives 0.06% (n = 320,000). UDP-galactopyranose mutase (Mycobacterium tuberculosis (strain ATCC 25618 / H37Rv)), …. purified UGM, fluorescence polarization probe displacement. AID 504406, 2011; in the data active means inhibition above about 10%, passing the limit was not always enough; inconclusive means no clear call, values can overlap the other calls
Target sequence (P9WIQ1 whole entry, looked up): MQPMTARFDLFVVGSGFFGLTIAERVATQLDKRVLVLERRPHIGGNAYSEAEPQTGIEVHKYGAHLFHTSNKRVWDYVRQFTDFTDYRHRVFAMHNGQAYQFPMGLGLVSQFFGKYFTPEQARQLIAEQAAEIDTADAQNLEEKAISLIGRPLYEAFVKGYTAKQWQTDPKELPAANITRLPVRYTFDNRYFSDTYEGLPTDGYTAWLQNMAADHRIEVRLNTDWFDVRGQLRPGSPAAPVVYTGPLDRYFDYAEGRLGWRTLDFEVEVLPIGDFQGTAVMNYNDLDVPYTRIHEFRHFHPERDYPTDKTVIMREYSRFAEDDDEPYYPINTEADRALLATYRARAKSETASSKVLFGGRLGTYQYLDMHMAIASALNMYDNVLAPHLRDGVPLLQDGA
BoNT A protease: BoNT/A light chain protease inhibitors, primary screen, biochemical, flow cytometry, MLPCN library; Botulinum neurotoxin type A light chain protease (Clostridium botulinum A str. ATCC 3502); multiplex microsphere protease substrate cleavage; inhibition, % at 10 µM; actives 0.17% (n = 360,000); AID 588499, 2011; in the data active means inhibition above about 30%; inconclusive means no clear call, values can overlap the other calls; further: plate controls were buffer without enzyme for full effect and enzyme alone for no effect
BoNT-F LC inh: BoNT/F light chain protease inhibitors, primary screen, biochemical, flow cytometry, MLPCN library; Botulinum neurotoxin type F light chain protease (Clostridium botulinum); Multiplex microsphere protease cleavage assay; inhibition, % at 10 µM; actives 0.22% (n = 360,000); AID 588497, 2011; in the data active means inhibition above about 35%, passing the limit was not always enough; inconclusive means no clear call, values can overlap the other calls; further: plate controls were buffer without enzyme for full effect and enzyme alone for no effect
BioA inh: M. tuberculosis BioA enzyme inhibitors, primary screen, biochemical, plate reader, single point, HTS; inhibition, % at 9.99 µM; 7,8-diaminopelargonic acid synthase BioA (Mycobacterium tuberculosis); purified M. tuberculosis BioA enzyme; actives 0.096% (n = 360,000); AID 602481, 2012; in the data active means inhibition above about 40%; inconclusive means no clear call, values can overlap the other calls
GDH-TPI counter: GDH-TPI coupling enzyme inhibitors, primary screen, artefact control for M. tuberculosis FBA inhibitor project, biochemical, absorbance, full deck. actives 1.2% (n = 360,000). inhibition, % at 4.8 µM. GDH-TPI coupled enzyme counterscreen, NADH absorbance;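 further: 0% = DMSO wells and 100% = wells lacking the enzyme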
PrPC surface inh: inhibitors of human cell surface prion protein PrPC, primary screen, cell-based, TR-FRET. Major prion protein (Homo sapiens), P04156. TR-FRET read-out. AID 720596, 2013. inhibition, % at 13.8 µM. actives 0.43% (n = 370,000); in the data active means inhibition above about 24%; further: 0% = median of the test wells and 100% = reference compound wells
CCHF vOTU inh: CCHFV vOTU protease inhibitors, primary screen, biochemical, Pep-AMC substrate, fluorescence; AID 651958, 2012; actives 0.55% (n = 370,000); inhibition, % at 11.5 µM; further: 0% = vehicle wells with enzyme and 100% = no enzyme wells
An asterisk follows results filed as active; ? = inconclusive; · = not tested or not shown; + = active, no number. Unless noted, no stated cut-off is given here; in the data, active means inhibition above about 30%; inactive means the rest. Random draw from the library, and some 4.8% of all compounds hit somewhere here.

Second line of a record – UGM FP inh, GDH-TPI counter, BoNT A protease, FadD28 binding, Mtb FBA inh, CCHF vOTU inh, BioA inh, PrPC surface inh, BoNT-F LC inh
- CC1CCCCC12C(=O)NC(=O)NC2=O (stereo not drawn)
  ·, 7, 0.5, 0.8, 1, -8, ·, 7, -1
- O=C1c2cccc3cccc(c23)C(=O)N1c1cccnc1
  1.6, 18, 1.9, -1.4, 21, -23, ·, -31, 10
- C/C=C/C(=O)N1CC2(CC(c3cccc(NC(=O)COc4ccc(Cl)cc4)c3)=NO2)C[C@@H]1C(N)=O (stereo partly drawn)
  2.7, 5, -0.4, -4.6, 0, -9, 0.4, -8, -2
- Cc1ccc(C)c(N2CCN(C(=O)Cn3ncn4cccc4c3=O)CC2)c1
  1.2, -3, -1.1, -2.2, 2, -8, -1.0, 2, -13
- CCCC(=O)N1CC(=O)Nc2ccc(C)cc2C1c1ccccc1 (stereo not drawn)
  -0.7, 14, -1.6, -0.8, -2, -12, 1.2, -4, 14
- CCC(=O)NC(Nc1c(C)n(C)n(-c2ccccc2)c1=O)C(Cl)(Cl)Cl (stereo not drawn)
  0.0, -4, -0.7, -2.1, 0, 8, ·, 3, -8
- Nc1nc(NCCN2CCOCC2)nc(NCc2ccccc2)c1[N+](=O)[O-]
  -4.8, 48*, -7.9, -0.6, -3, -1, 3.0, 3, ?
- O=C(Nc1nnc(C(F)(F)F)s1)c1ccc(Br)s1
  -1.1, 7, 0.0, -1.2, 2, 16, -1.6, 9, -1
- Cc1nc(SCc2ccccc2C)n[nH]1
  0.2, -8, 1.3, -5.1, -6, -5, -0.6, 8, -7
- O=C(COC(=O)c1ccc(Br)o1)NCc1ccc2c(c1)OCO2
  -0.2, 0, 3.7, -1.0, -1, 26, 1.0, -8, 7
- COc1nc(N)nc2c1ncn2C1OC(CO)CC1O (stereo not drawn)
  ·, 4, -0.2, -4.5, -1, 2, ·, -1, -1
- N/C(=N\OC(=O)c1ccccc1Br)c1cccc([N+](=O)[O-])c1
  -1.2, 3, 1.5, 0.3, -2, -10, 2.5, -4, -10
- COc1ccc(Cl)cc1NC(=O)c1c(-c2ccccc2)noc1C
  -0.9, 7, 0.1, -1.3, -3, 15, 0.2, 1, 11
- CC(C)C[C@@H](C(=O)N[C@@H](C(=O)O)c1ccccc1)N1C(=O)N2CCc3c([nH]c4ccccc34)[C@@]2(C)C1=O
  1.9, 6, -0.1, -0.7, -2, 4, 0.0, 7, 4
- CN([C@@H](Cc1ccc(OS(=O)(=O)c2cccc3cnccc23)cc1)C(=O)N1CCN(c2ccccc2)CC1)S(=O)(=O)c1cccc2cnccc12
  1.8, 17, -1.2, -4.1, -3, ·, -0.7, ·, 3
- Cc1ccc(N2C(=O)[C@@H]3[C@H](C2=O)C2c4ccccc4C=CN2[C@@H]3C(=O)c2ccco2)c(C)c1 (stereo partly drawn)
  -0.5, 10, 6.3, 0.9, -1, 95*, -3.8, 7, 18
- O=C1c2ccccc2C(=O)c2c1ccc1c(=O)n(C3CCCCC3)[nH]c21
  0.3, 24, 1.3, 0.9, 0, -7, 0.8, -14, 8
- Cc1cc(OCC(=O)Nc2ccc(CN3CCOCC3)cc2)ccc1Cl
  2.0, 1, -2.4, -1.6, -1, 8, 0.0, 7, 4
- O=C(Nc1ccc(F)cc1F)N1CCN(c2ncccn2)CC1
  0.4, 9, -1.2, 1.0, -1, 8, -1.1, -1, -18
- CN(Cc1ccc(F)cc1)C(=O)CNC(=O)c1cccs1
  -0.8, 4, 0.6, -2.4, 64*, 16, 0.6, -1, 3
- Cc1cc(NC(=O)c2ccc(Cl)cc2)c(C)cc1O
  4.3, 2, -0.4, -4.6, -2, -7, ·, 7, -7
- Cc1ccc(S(=O)(=O)N(C)c2ccc(C(=O)NCCc3ccccc3)cc2)cc1
  1.8, -5, 2.5, -2.4, -1, 12, -0.4, 4, 9
- CCN(CC)S(=O)(=O)c1cccc(C(=O)Nc2nc3cc4c(cc3s2)OCCO4)c1
  0.1, 22, -0.7, -0.4, -1, -1, -2.2, 1, -8
- COc1ccc(S(=O)(=O)N(C)C2CCS(=O)(=O)C2)cc1OC (stereo not drawn)
  -1.2, 3, -0.8, -1.1, -1, -5, 0.4, 4, -6
- N=c1c(C(=O)NCC2CCCO2)cc2c(=O)n3ccccc3nc2n1Cc1ccc(Cl)cc1 (stereo not drawn)
  0.6, 0, ·, -1.6, +, -194, 3.4, -47, ·
- CCOc1ccc(N2C(=O)/C(=C/c3ccco3)N(C)C2=S)cc1
  0.5, -1, 3.0, -2.6, -2, -12, -0.4, 3, -3
- Cc1ccc(NC(=O)c2cccc(C(=O)Nc3ccc(C)c(C)c3)n2)cc1C
  -1.9, 4, 1.8, 0.1, -1, -4, -0.4, 3, 5
- CC#CCN(Cc1ccco1)C(=O)C1CCC(=O)N(CCc2cccc(F)c2)C1 (stereo not drawn)
  ·, -2, 0.2, -1.6, 1, -8, 0.9, 0, 2
- COc1ccc(/C=N\NC(=O)c2ccccc2OC)cc1COc1ccccc1C
  0.3, 24, -0.7, -2.4, 2, 0, -1.5, 2, -2
- COc1ccc(-c2nn(CCC#N)cc2C(=O)Nc2ccccc2Cl)cc1
  1.5, -8, 1.7, -4.7, -1, -9, -2.0, 3, ?
- O=C(CSc1ncc(-c2ccc(F)cc2)[nH]1)NCc1ccco1
  0.6, -2, -0.6, -4.4, -2, -12, -1.2, -5, -5
- CC(C)n1c(SCC(=O)NCc2ccco2)nnc1C1CC1
  -1.0, -1, -0.4, 0.0, 1, 1, -3.1, 4, -3
- CCOc1ccc(C(=O)C2CCN(C(=O)c3ccc([N+](=O)[O-])cc3)CC2)cc1
  -0.4, -9, 1.3, -1.9, -1, -6, 3.9, -17, -6
- c1ccc(CN2CCC3CC2c2c3cccc2N2CCOCC2)cc1 (stereo not drawn)
  ·, ·, -0.5, 0.0, 6, -3, -2.2, 5, -9
- COc1ccc(CCCN2CCC(CN3CCNC(=O)C3=O)CC2)cc1OC
  ·, 1, -0.6, -0.8, -1, 1, 0.2, 8, 5
- O=C1NC[C@H](Cc2ccccc2)N(CC2CCN(CCc3ccccc3)CC2)C1=O
  ·, 6, 0.0, -0.1, 0, 0, 1.3, -12, -4
- CC(/C=C/c1ccccc1)=N\NC(=O)c1ccc(Br)cc1
  -1.5, 0, 0.4, -2.1, -4, -4, -1.1, 12, -4
- CCOC(=O)CSc1nc2c(c(=O)[nH]c(=O)n2C)n1C/C=C(/C)Cl
  -0.6, 1, ?, 0.0, -1, -6, -0.8, -2, 0
- COCCNC(=O)Nc1ccc2nc(C)sc2c1
  -2.8, -13, 0.0, -2.5, 6, -3, -1.9, 0, -4
- COC(=O)C[C@@H]1C[C@H]2c3cc(NC(=O)CC4CC4)ccc3O[C@H]2[C@@H](CO)O1
  ·, 4, -0.2, -1.6, 0, -1, 0.2, -2, 4

Rewritten with bars between the fields: 8 of the compounds above.
Structure | UGM FP inh | GDH-TPI counter | BoNT A protease | FadD28 binding | Mtb FBA inh | CCHF vOTU inh | BioA inh | PrPC surface inh | BoNT-F LC inh
CCOc1ccc(C(=O)C2CCN(C(=O)c3ccc([N+](=O)[O-])cc3)CC2)cc1 | -0.4 | -9 | 1.3 | -1.9 | -1 | -6 | 3.9 | -17 | -6
c1ccc(CN2CCC3CC2c2c3cccc2N2CCOCC2)cc1 (stereo not drawn) | · | · | -0.5 | 0.0 | 6 | -3 | -2.2 | 5 | -9
COc1ccc(CCCN2CCC(CN3CCNC(=O)C3=O)CC2)cc1OC | · | 1 | -0.6 | -0.8 | -1 | 1 | 0.2 | 8 | 5
O=C1NC[C@H](Cc2ccccc2)N(CC2CCN(CCc3ccccc3)CC2)C1=O | · | 6 | 0.0 | -0.1 | 0 | 0 | 1.3 | -12 | -4
CC(/C=C/c1ccccc1)=N\NC(=O)c1ccc(Br)cc1 | -1.5 | 0 | 0.4 | -2.1 | -4 | -4 | -1.1 | 12 | -4
CCOC(=O)CSc1nc2c(c(=O)[nH]c(=O)n2C)n1C/C=C(/C)Cl | -0.6 | 1 | ? | 0.0 | -1 | -6 | -0.8 | -2 | 0
COCCNC(=O)Nc1ccc2nc(C)sc2c1 | -2.8 | -13 | 0.0 | -2.5 | 6 | -3 | -1.9 | 0 | -4
COC(=O)C[C@@H]1C[C@H]2c3cc(NC(=O)CC4CC4)ccc3O[C@H]2[C@@H](CO)O1 | · | 4 | -0.2 | -1.6 | 0 | -1 | 0.2 | -2 | 4

The listing continues:
Second line of a record – UGM FP inh, GDH-TPI counter, BoNT A protease, FadD28 binding, Mtb FBA inh, CCHF vOTU inh, BioA inh, PrPC surface inh, BoNT-F LC inh
- COc1ccccc1NC(=O)C1CCCCC1
  -0.6, 3, 0.7, -1.4, 3, 4, -1.1, 2, 10
- COc1ccc(C(=O)OCCNC(=O)c2c(Cl)nc3ccccn23)cc1
  -1.0, -6, -0.6, -3.3, 1, 0, 3.2, -6, -9
- COCCN(C(=O)c1ccco1)C(C(=O)NC1CCCC1)c1cccs1 (stereo not drawn)
  0.1, 0, 0.2, 0.1, 3, -3, 0.1, -1, 4
- O=C(COC(=O)/C=C/c1ccc(C(F)(F)F)cc1)NC1CCCC1
  2.0, 6, ·, -1.4, 3, -2, -0.7, 3, ·
- CCS(=O)(=O)c1ccc(O)c(NC(=O)COc2ccc(OC)cc2)c1
  1.9, -7, 0.0, 2.6, 3, -1, 0.2, 4, 5
- N#Cc1ccc(OCC(=O)Nc2ccc(N3CCCC3)cc2)cc1
  0.9, -9, 0.3, -5.6, 0, -5, 0.4, -11, -7
- CN(c1ccccc1)S(=O)(=O)c1ccc(C(=O)OCC(=O)NC(N)=O)cc1
  -1.5, 8, 0.9, -0.7, 1, 5, ·, -4, 2
- CC1CCC(NC(=O)C2CCC(CNS(=O)(=O)c3cccc4cccnc34)CC2)CC1 (stereo not drawn)
  2.3, -4, 1.0, -3.3, 0, -5, -6.8, 4, 4
- COc1ccccc1NC(=O)c1ccc(NC(=O)COC(=O)C(C)C)cc1
  0.1, -7, -0.4, -1.8, 2, 1, ·, 6, -3
- CCOc1cc(C)c(S(=O)(=O)NC2CCCCC2)cc1C
  1.4, 1, -0.1, -4.7, 5, 23, 0.4, 8, -5
- C/C(=N\NC(=O)COc1ccc(C)cc1C(C)C)c1ccc(-n2ccnc2)cc1
  -1.7, 1, 1.0, -4.7, 1, 9, 0.5, -2, 5
- O=C(Nc1ccc(Cl)c(Cl)c1)OCc1cccnc1
  2.2, -8, 0.3, -3.1, 2, 14, 1.0, 13, 3
- COC(=O)c1cn(NC(=O)c2cccc(OC)c2)c(=O)c2ccccc12
  0.2, 20, 0.8, 0.7, -1, -13, -0.5, -9, -4
- Cc1sc2ncnc(Nc3ccc(N4CCOCC4)cc3)c2c1-c1ccccc1
  -0.8, 5, -0.5, 1.4, 1, -3, ·, 3, -4
- C[C@@H]1CCCCO[C@H](CN(C)C(=O)Nc2ccc(C(F)(F)F)cc2)[C@@H](C)CN([C@H](C)CO)C(=O)c2cc(NC(=O)c3ccncc3)ccc2O1
  ·, -7, 0.1, -9.0, -2, 32*, -1.5, 1, 2
- CCC(C)[C@H](N)c1nnc(SCC(=O)Nc2cccc(Cl)c2)o1 (stereo partly drawn)
  0.9, 2, ?, -0.7, 0, 8, -0.1, 9, 7
- CCOc1ncccc1C(=O)OCCCC(=O)c1ccc(Br)cc1
  1.8, -2, 4.6, 0.0, 2, -5, -1.1, -5, 7
- O=C(CNC(=O)c1ccccc1Br)NCC(c1ccco1)N1CCCCC1 (stereo not drawn)
  ·, -1, 1.2, 1.5, 4, -3, 0.0, 5, 3
